GLP-1R inv ag – qHTS of GLP-1 Receptor Inverse Agonists (Inhibition Mode); Glucagon-like peptide 1 receptor (Homo sapiens), P43220; HEK293 GLP-1R CRE-luciferase, luminescence, 24 h; GLP-1R form is constitutively active; Potency, µM (titrated, usually from 38.3 µM), without a hit: top-dose activity change, negative = inhibition, hits mostly inhibitors; 410,000 compounds, 1.6% hits; AID 624417, 2012; note: potency is the fitted concentration of half-maximal effect; % is set by controls: 0 for no effect and ±100 for the full control effect; nearly all actives have a fitted effect of over 55% in size
Target sequence (P43220 whole entry, looked up): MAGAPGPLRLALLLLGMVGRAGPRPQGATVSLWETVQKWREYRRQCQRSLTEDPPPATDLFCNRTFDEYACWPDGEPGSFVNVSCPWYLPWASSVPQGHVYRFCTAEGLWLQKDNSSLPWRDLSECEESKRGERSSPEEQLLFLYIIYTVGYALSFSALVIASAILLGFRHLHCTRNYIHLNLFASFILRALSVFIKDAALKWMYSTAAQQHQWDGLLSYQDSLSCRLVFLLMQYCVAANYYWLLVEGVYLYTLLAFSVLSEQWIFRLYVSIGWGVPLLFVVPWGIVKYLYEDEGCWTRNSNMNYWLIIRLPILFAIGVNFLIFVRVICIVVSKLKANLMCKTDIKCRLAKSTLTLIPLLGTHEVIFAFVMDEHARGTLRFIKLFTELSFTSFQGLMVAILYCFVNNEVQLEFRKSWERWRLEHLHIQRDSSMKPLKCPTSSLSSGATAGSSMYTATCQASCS
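Seeding at 200 cells/uL, 12 h culture, 24 hr compound treatment, then luciferase reagent and a luminescence read; cells are HEK293 stably expressing a constitutively active GLP-1R plus cAMP-responsive luciferase.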
TDP-43 yeast inh – qHTS of TDP-43 Inhibitors; TDP-43 expressing yeast growth rescue, BacTiter-Glo, 24 h; Potency, µM (highest dose often 46.1 µM), without a hit: top-dose growth rescue (activation), most hits filed as activators; 410,000 compounds, 1.8% hits; AID 652104, 2013; note: potency is the fitted concentration of half-maximal effect; % of control where 0% means no effect; nearly all actives have a fitted effect of over 50% in size
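In this qHTS, compounds that restore growth of yeast expressing TDP-43 appear as activators. Cells (OD600=0.02, galactose medium, raffinose-pregrown) are incubated with compound 24 hr at 30 deg C and growth is quantified by BacTiter-Glo.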
Abeta yeast res – qHTS for compounds that reverse cellular toxicity of Amyloid beta (A-beta) peptide in yeast: Primary Screen. 410,000 compounds, 0.063% hits. AID 1347071, 2019. Potency, µM (highest dose often 46.1 µM), for inactives: at the top dose growth rescue, actives largely listed as activators. yeast expressing A-beta42, growth rescue, OD600, 48 h; response scale: 0% DMSO, 100% iron-clioquinol control; note: potency is the fitted concentration of half-maximal effect; nearly all actives have a fitted effect of over 55% in size
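Yeast growth medium received pinned compounds, then yeast cells expressing toxic A-beta were added; plates incubated at 30 C for 48 hr. Growth read as absorbance at 600 nm, normalized to DMSO and equimolar FeCl3 plus clioquinol controls.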
aSyn rescue – qHTS of alpha-syn Inhibitors; Potency, µM (doses to about 46.1 µM), for inactives: at the top dose growth rescue (activation), hits mostly activators; Yeast expressing alpha-synuclein, growth rescue, BacTiter-Glo, 24 h; 370,000 compounds, 0.14% hits; AID 652106, 2013; note: potency is the fitted concentration of half-maximal effect; % of control where 0% means no effect; nearly all actives have a fitted effect of over 65% in size
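Screening used galactose-induced yeast with toxic alpha-synuclein levels, exposed to compound for 24 hr at 30 deg C. Cell growth, read with BacTiter-Glo luminescence, gave the measured signal.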
Mm-Cpn inhibitor – Inhibitors of TCP-1 ring complex (TRiC) of Methanococcus maripaludis (MmCpn): qHTS; Chaperonin Mm-Cpn (Methanococcus maripaludis); purified Mm-Cpn ATPase, ADP Transcreener TR-FRET; Potency, µM (highest dose often 76.9 µM), for inactives: at the highest dose activity, negative = inhibition, hits mostly inhibitors; 330,000 compounds, 0.031% hits; AID 504842, 2011; note: potency is the fitted concentration of half-maximal effect; % is set by controls: 0 for no effect and ±100 for the full control effect; nearly all actives have a fitted effect of over 80% in size
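ATP (10 uM final) was added to archaeal chaperonin (25 nM final) after 10 min exposure to test compound at 37°C; after 30 min further incubation, ADP was detected by competitive TR-FRET.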
FUS yeast rescue – qHTS for Suppressors of FUS Proteinopathy: Primary screen using FUS-linked yeast assay; 390,000 compounds, 0.24% hits; Potency, µM (doses to about 76.6 µM), for the others: at the top dose growth rescue (activation), usual class: activators; AID 1347120, 2019; S. cerevisiae FUS-expressing, growth rescue, OD600, 24 h;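 note: potency is the fitted concentration of half-maximal effect; plate controls were DMSO vehicle for no effect and reference control for full effect; nearly all actives have a fitted effect of over 55% in size; some results filed as inactive show a strong effect at the top dose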
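Quantitative HTS measuring growth restoration of FUS-toxic yeast. Galactose-induced cells (OD 0.005) were exposed 24hr at 30C to compounds at several concentrations, then absorbance at 600 nm was recorded.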
PTHR1 agonist – qHTS for PTHR1 Agonists: Primary Screen | Parathyroid hormone/parathyroid hormone-related peptide receptor (Homo sapiens), Q03431 | 410,000 compounds, 0.075% hits | HEK293 GP2 PTHR1 cells, GloSensor cAMP luminescence, 1 h | AID 743266, 2014 | Potency, µM (top dose mostly 115 µM), without a hit: top-dose activation, hits mostly activators; note: potency is the fitted concentration of half-maximal effect; nearly all actives have a fitted effect of over 55% in size; some results filed as inactive show a strong effect at the top dose; inactives centre near -15; many of its hits are not listed in these tables
Target sequence (Q03431 whole entry, looked up): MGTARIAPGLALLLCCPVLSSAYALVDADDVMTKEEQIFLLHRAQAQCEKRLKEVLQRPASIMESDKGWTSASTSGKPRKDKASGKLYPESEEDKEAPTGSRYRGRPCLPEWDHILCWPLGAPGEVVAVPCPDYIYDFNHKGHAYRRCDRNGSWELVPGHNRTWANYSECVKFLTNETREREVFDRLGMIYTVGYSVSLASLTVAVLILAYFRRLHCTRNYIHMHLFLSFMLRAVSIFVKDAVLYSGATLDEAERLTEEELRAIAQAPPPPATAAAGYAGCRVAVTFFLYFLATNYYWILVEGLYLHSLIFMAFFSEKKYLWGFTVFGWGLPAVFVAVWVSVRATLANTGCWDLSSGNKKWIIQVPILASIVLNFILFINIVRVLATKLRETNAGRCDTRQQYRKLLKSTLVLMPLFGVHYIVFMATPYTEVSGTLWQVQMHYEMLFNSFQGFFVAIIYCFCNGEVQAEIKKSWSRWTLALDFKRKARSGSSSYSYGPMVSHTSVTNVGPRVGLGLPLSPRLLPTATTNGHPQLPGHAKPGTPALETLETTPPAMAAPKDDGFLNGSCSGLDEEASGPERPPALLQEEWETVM
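HEK-293-derived GP2 cells expressing PTHR1 and a GloSensor cAMP reporter, 3,000/well, plated overnight, given luciferin plus IBMX (each 0.5 mM as added) for 1 h at 37 °C, then compound for 1 h at 37 °C. Luminescence was read after 15 min at room temperature.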
GLP1R cytotox – qHTS of GLP-1 Receptor Inverse Agonists: Cytotox Screen; HEK293 cAMP-luciferase reporter cells, luminescence, 24 h; Potency, µM (series often up to 38.3 µM), for the others: at the highest dose activity change, negative = inhibition, actives largely listed as inhibitors; 410,000 compounds, 0.13% hits; AID 624418, 2012;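 note: loss of luciferase light is scored as toxicity; potency is the fitted concentration of half-maximal effect; % is set by controls: 0 for no effect and ±100 for the full control effect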
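A 23 nL compound transfer followed 12 hours of cell culture at 37 deg C; exposure then lasted 24 hr. Luciferase assay detection reagent was dispensed and plates read for luminescence after a 12 min room-temperature wait.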
Akt phos inh – HTS Assay for Inhibitors of Akt Phophorylation: Primary Screen; Neuro2A IGF-stimulated pAkt S473 HTRF, 20 min; hits give low values; activity change, % for hits at 50 µM; 360,000 compounds, 0.32% hits; AID 651550, 2012; in the data active = activity change below about -80%; inconclusive = mostly about -51% to -80%; note: % is set by controls: 0 for no effect and ±100 for the full control effect
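Neuro2A cells (4,500/well, DMEM with 0.5% FBS) were treated with compound at a single 50 µM final concentration, stimulated with 6 nM IGF for 20 min at 37 °C, and lysed. Phospho-Akt Ser473 was read by HTRF as 665/615 ratio ×10^4.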
Starred values were filed as active, the others as inactive; i = inactive; ? = inconclusive; · = not tested or not shown; [ ] = remark or other dose. Unless noted, calls come from the whole dose curve; as a rule, active = well fitted curve in the direction sought with a large enough effect; inconclusive = small, poorly fitted or top-dose-only effect, or another doubt; inactive = no such curve, though single readings can be large; an effect the other way counts as inactive or inconclusive. An excerpt; the hit share may differ from the screen's.

SMILES | GLP-1R inv ag | TDP-43 yeast inh | Abeta yeast res | aSyn rescue | Mm-Cpn inhibitor | FUS yeast rescue | PTHR1 agonist | GLP1R cytotox | Akt phos inh
CC1(C(=O)NCc2ccc(F)cc2)Oc2ccccc2NC1=O (stereo unspecified) | 12% | -14% | -12% | -7% | -8% | 5% | -2% | 14% | i
COc1ccc(-c2cc(C(=O)N/N=C/c3ccc4c(c3)OCO4)c3ccccc3n2)c(OC)c1 | -11% | 5% | -14% | -21% | -16% | 25% | i | -6% | i
O=C(Nc1ccccc1)c1ccc(NCCN2CCOCC2)c(S(=O)(=O)N2CCOCC2)c1 | 1% | 0% | 5% | 0% | 3% | -5% | i | -6% | i
CCOC(=O)c1oc2ccccc2c1NC(=O)c1ccco1 | 79%[activator] | 11% | -12% | -9% | -4% | 7% | -1% | -14% | i
CCC(=O)N1CCc2cc(S(=O)(=O)NCCC(=O)Nc3cc(C)cc(C)c3)ccc21 | 1% | 1% | 1% | 0% | 1% | 12% | 0%[57.5 µM] | -7% | i
Cc1ccc(C2(C)NC(=O)N(CCOc3ccccc3)C2=O)cc1 (stereo unspecified) | ? | 4% | 20% | 1% | -1% | 35% | -5%[57.5 µM] | -15% | ·
O=C(COc1ccc(Cl)cc1)OCC(=O)N1CCCC1 | 3% | -15% | -3% | 6% | 0% | 2% | ? | -4% | i
Cc1ncc(CN2CCC(C(=O)Nc3ccc(-n4cccn4)cc3)CC2)s1 | -4% | ? | 1% | 0% | 2% | · | -26% | -13% | i
CSCC[C@H](NC(=O)[C@@H]1CSC2c3ccccc3C(=O)N21)C(=O)NC1CCCC1 (stereo partly specified) | 0% | -4% | 6% | 1% | 2% | 3% | i | -1% | i
CSCCC(NS(=O)(=O)c1ccccc1F)C(=O)NC(C)c1ccccc1 (stereo unspecified) | -19% | 12% | -4% | -5% | 2% | 2% | i | -14% | i
O=C(NC1CCCCC1)C(c1ccco1)N(C(=O)c1csnn1)c1ccc(Cl)cc1 (stereo unspecified) | ? | 14% | -3% | 7% | 0% | 3% | i | ? | i
CCc1nnc(NC(=O)c2ccc(S(=O)(=O)N3CCCCCC3)cc2)s1 | 17% | -10% | 13% | -2% | -2% | 21% | -19%[57.5 µM] | 7% | i
O=C(NCc1cccs1)C12CC3CC(CC(C3)C1)C2 | ? | 0% | 1% | -1% | 0% | 3% | -21% | 1% | i
Cn1c(CSc2nc3ccccc3s2)nnc1SCC(=O)NCCCN1CCOCC1 | 3% | -6% | 12% | -2% | -14% | 10% | i | -2% | -136%*
Cc1ccccc1-c1nn(-c2ccccc2)cc1C(=O)NCC(c1ccco1)N1CCCC1 (stereo unspecified) | ? | 12% | 6% | 2% | -1% | -9% | i | 0% | i
Cc1cc(NC(=O)c2nn3cccnc3c2Cl)no1 | 0% | -12% | 10% | 4% | 0% | 24% | i | -20% | i
C[C@H]1[C@H](C)CC[C@]2(C)CC[C@]3(C)C(=CC(=O)C4[C@@]5(C)CC[C@H](O)C(C)(C)C5CC[C@]43C)[C@H]12 (stereo partly specified) | 7% | 19% | 4% | 5% | 4% | 7% | -12% | 8% | i
COc1ccc(NC(=O)c2cc3ccccc3cc2O)cc1 | 69% | -20% | -13% | -11% | -1% | 39% | -19% | 18% | i
CCCCC1=CC2=CC(=O)C(C)(OC(=O)CC)C(=O)C2=CN1CCOC (stereo unspecified) | -1% | -10% | -10% | -3% | 1% | 19% | -8% | ? | i
O=C(c1ccccc1)c1ccc(N2CCCC2)cc1 | ? | 15% | 2% | 4% | -7% | 18% | -2%[57.5 µM] | -2% | i
CCc1cc2c3c(c(=O)oc2cc1OC)CCCC3 | -20% | 1% | -7% | 15% | 1% | 9% | i | 2% | i
Cc1cccc(-n2c(C)nc3cc(C(=O)NCC4CCCO4)ccc32)c1 (stereo unspecified) | 36%[activator] | 13% | 9% | 4% | 0% | 13% | -23% | 0% | i
COC(=O)C1=C(C(=O)OC)SC(=C2C(=S)C(C)(C)N(C(=O)C(C)C)c3ccccc32)S1 | -17% | 3.2µM* | 11% | ? | 1% | 6% | i | -18% | i
Cn1cnnc1SCc1ccc(C#N)cc1Cl | 2% | 0% | -1% | -1% | 0% | -12% | i | -1% | i
Clc1ccc(Oc2nc(N3CCOCC3)nc(N3CCOCC3)n2)cc1 | 6% | -1% | 6% | 4% | · | -29% | -6%[57.5 µM] | 3% | i
COc1ccc2[nH]c3c(c2c1)CCN1C(=O)C(CC(=O)NCC24CC5CC(CC(C5)C2)C4)C[C@H](C(=O)N(C(C)C)C(C)C)[C@@]31C (stereo partly specified) | 10µM* | 11µM* | -3% | -15% | 3% | ? | -18% | 2% | i
CC(=O)OCC(C)n1c(=O)c2ccccc2n1C(C)=O (stereo unspecified) | 18% | 14% | -7% | 1% | · | -24% | 6% | -4% | i
Fc1ccc(NC(=S)Nc2cccc(Cl)c2)cc1 | ? | 12% | 2% | -2% | -4% | -1% | -16% | 3% | i
CCc1ccc(NC(=O)Nc2ccon2)cc1 | -12% | ? | 0% | -17% | 1% | 7% | i | -2% | i
NC(=O)c1ccccc1NCC(=O)c1ccc(F)cc1 | 10% | 1% | 23% | 2% | -2% | 25% | i | 22% | i
COC(=O)CNC(=O)CCc1nnc(C2(c3ccc(Cl)cc3)CCC2)o1 | 13% | -5% | 0% | 0% | -1% | -13% | i | 4% | i
O=C(CNC(=O)c1ccco1)N/N=C/c1ccc(O)c([N+](=O)[O-])c1 | 29% | -1%[0.397 µM] | -3% | -9% | -3% | -1% | i | -4% | i
COc1ccc(O)c(CN2CCCC(C(=O)Nc3cccc(-n4cccn4)c3)C2)c1 (stereo unspecified) | ? | 22% | 5% | 3% | 2% | · | i | -26% | i
Cc1cc(OC(C)C(=O)NCC2CCC(C(=O)O)CC2)c2c(C)c(Cc3ccccc3)c(=O)oc2c1 (stereo unspecified) | 6% | 7% | -16% | -2% | -2% | -3% | -17% | 3% | i
COc1ccc(OC)c(NC(=O)C(=O)NCc2ccncc2)c1 | 63%[activator] | -5%[0.397 µM] | -8% | 0% | -3% | -10% | i | 12% | i
Cc1ccccc1S(=O)(=O)N1[C@@H](c2ccc(F)cc2)C(C(=O)O)=CC[C@H]1c1ccc(Cl)cc1 | ? | -21% | 4% | -6% | 2% | 5% | -20% | -23% | i
CCc1nc2ccc(C(=O)NCCc3ccccn3)cn2c1N(C)Cc1ccc(N(C)C)cc1 | 10% | 18% | -15% | 3% | · | -15% | i | 4% | i
CCOC(=O)C(CO)NC(=O)C1(NC(C)=O)CCCC1 (stereo unspecified) | 2% | -4% | 6% | -10% | · | -17% | -9% | -5% | i
Cc1cccc(C)c1NC(=O)CNC(=O)C(Cc1ccccc1)NC(=O)c1ccccc1 (stereo unspecified) | ? | -24% | 3% | -5% | 3% | 34% | ? | 3% | i
Cc1cccc(N/C=C(\[N+](=O)[O-])S(=O)(=O)c2ccccc2)c1 | -2%[7.66 µM] | 23%[9.22 µM] | -2% | 0% | -4% | 22% | i | -1%[7.66 µM] | i
COc1cccc(CN2CCN(C(=O)[C@H]3O[C@@H](n4cnc5c(N)ncnc54)[C@H](O)[C@@H]3O)CC2=O)c1 | 1% | 3% | -8% | ? | · | 2% | -7% | -4% | i
COc1cc(C)c(NC(=S)Nc2cccc(Cl)c2)cc1OC | -10% | 1% | -2% | -7% | 2% | 17% | i | 5% | i
Nc1cc(=O)nc(SCC(=O)Nc2ccc(F)cc2)n1-c1ccc(Cl)cc1 | -6% | ? | 6% | · | · | 23% | i | -8% | ·
O=C(CSc1ncn[nH]1)NN(c1ccccc1)c1ccccc1 | 13% | -8%[0.397 µM] | -3% | -1% | 1% | 3% | i | -23% | i
CCc1ccc2ncc3c(-c4ccc(F)cc4)nn(CC(=O)NCc4ccccc4)c3c2c1 | 14% | 6% | -10% | · | · | -19% | i | 2% | ·
CCOc1cccc(C(=O)Nc2cccc(-c3nnc(-c4ccc(C)cc4)o3)c2)c1 | 4% | 0% | -12% | 12% | 1% | · | i | -11% | i
O=[N+]([O-])c1ccc2c(c1)nc1n2CCN(C2CCCCC2)C1 | 13% | -19% | -16% | 0% | -8% | 16% | -13% | 15% | i
O=c1cc(CN2CCN(c3ccccn3)CC2)nc2sccn12 | -2% | -1% | -2% | -3% | -2% | -32% | i | -1% | i
CCc1cc(=O)oc2cc(OCC=C(C)C)ccc12 | -10% | 28% | -33%[inhibitor] | -1% | -3%[15.4 µM] | · | -18% | 8% | i

Two compounds picked at random from those above:
SMILES | GLP-1R inv ag | TDP-43 yeast inh | Abeta yeast res | aSyn rescue | Mm-Cpn inhibitor | FUS yeast rescue | PTHR1 agonist | GLP1R cytotox | Akt phos inh
CCOc1cccc(C(=O)Nc2cccc(-c3nnc(-c4ccc(C)cc4)o3)c2)c1 | 4% | 0% | -12% | 12% | 1% | · | i | -11% | i
CCc1ccc2ncc3c(-c4ccc(F)cc4)nn(CC(=O)NCc4ccccc4)c3c2c1 | 14% | 6% | -10% | · | · | -19% | i | 2% | ·

High-throughput results as filed in PubChem BioAssay.
